Screens: PubChem BioAssay, National Center for Advancing Translational Sciences (NCATS)
GLS inhibitor: qHTS for Inhibitors of Glutaminase (GLS) | GLS enzymatic activity, qHTS titration | Potency, µM (top dose mostly 45.5 µM), for the others: at the highest dose activity change, negative = inhibition, actives largely listed as inhibitors | 410,000 tested, 0.21% active | AID 624170, 2012
Target sequence (O94925 whole entry, looked up): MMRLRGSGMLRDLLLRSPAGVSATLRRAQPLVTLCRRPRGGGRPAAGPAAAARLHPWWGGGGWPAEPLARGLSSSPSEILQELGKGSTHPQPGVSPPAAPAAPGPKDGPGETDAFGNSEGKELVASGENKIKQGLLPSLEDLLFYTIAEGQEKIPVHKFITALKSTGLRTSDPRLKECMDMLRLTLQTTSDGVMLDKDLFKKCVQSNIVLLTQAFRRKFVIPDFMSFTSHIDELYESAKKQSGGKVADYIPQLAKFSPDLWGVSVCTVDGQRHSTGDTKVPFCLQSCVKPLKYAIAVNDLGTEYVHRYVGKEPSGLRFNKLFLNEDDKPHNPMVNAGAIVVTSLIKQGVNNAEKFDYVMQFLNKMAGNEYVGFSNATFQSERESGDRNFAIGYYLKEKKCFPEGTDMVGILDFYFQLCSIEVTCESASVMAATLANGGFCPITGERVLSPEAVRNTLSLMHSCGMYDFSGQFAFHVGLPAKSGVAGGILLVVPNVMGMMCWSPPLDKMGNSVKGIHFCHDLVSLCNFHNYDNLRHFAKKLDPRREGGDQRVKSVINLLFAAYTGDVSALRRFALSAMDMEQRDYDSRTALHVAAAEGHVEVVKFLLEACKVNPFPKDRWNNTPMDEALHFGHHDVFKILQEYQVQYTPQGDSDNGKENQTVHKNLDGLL
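Glutamate formation by hKGA was monitored fluorometrically using coupled glutamate oxidase, HRP and Amplex Red. Substrate was added as 1 mM L-glutamine solution; incubation was 30 min at RT after an initial read.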
PGK inhibitor: qHTS Assay to Find Inhibitors of Phosphoglycerate Kinase; PGK/GAPDH coupled, Kinase-Glo luminescence, 60 min; Potency, µM (top dose mostly 57.5 µM), inactives show at the highest dose activity change, negative = inhibition, hits mostly inhibitors; AID 602233, 2012; 380,000 tested, 0.043% active; further: nearly all actives have a fitted effect of over 60% in size
Target sequence (P07378 whole entry, looked up): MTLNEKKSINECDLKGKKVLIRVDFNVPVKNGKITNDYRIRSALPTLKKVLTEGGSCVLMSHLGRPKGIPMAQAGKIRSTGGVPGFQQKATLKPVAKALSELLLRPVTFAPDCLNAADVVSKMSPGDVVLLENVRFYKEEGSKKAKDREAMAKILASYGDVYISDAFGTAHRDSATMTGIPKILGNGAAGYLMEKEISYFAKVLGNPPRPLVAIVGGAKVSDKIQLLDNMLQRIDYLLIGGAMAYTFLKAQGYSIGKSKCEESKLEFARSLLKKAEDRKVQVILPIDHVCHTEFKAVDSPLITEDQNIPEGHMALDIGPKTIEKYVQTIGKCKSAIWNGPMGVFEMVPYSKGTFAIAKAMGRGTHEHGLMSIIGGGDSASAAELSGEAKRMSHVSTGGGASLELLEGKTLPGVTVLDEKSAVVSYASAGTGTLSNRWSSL
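Recombinant glycosomal PGK reaction used 1,3-bisphosphoglycerate generated in-well by GAPDH (100nM final) in 100mM TEA pH 7.6, 5mM MgCl2, 0.01% Tween-20. After 60 minutes at room temperature, ATP was read by Kinase-Glo Plus luminescence end-point.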
Starred values were filed as active, the others as inactive. The call rests on the fitted dose curve; in most records, active means well fitted curve in the direction sought with a large enough effect; inconclusive means small, poorly fitted or top-dose-only effect, or another doubt; inactive means no such curve, though single readings can be large; an effect the other way counts as inactive or inconclusive. On the % scale 0 is the no-effect control and ±100 the full control effect; potency means the concentration at half of the fitted maximal effect. This is a subset; count on the stated rates, not on these rows.

How did O=C(NCC1CCCO1)c1ccc(Cl)c(NS(=O)(=O)c2ccc(F)cc2)c1 (configuration not stated) do in these assays?
GLS inhibitor: 2.1%; PGK inhibitor: -4.8%

Results for Nc1ccn([C@@H]2O[C@H](CNCc3ccc(N4CCNCC4)cc3)[C@@H](O)[C@H]2O)c(=O)n1 ?
GLS inhibitor: 18.5%; PGK inhibitor: inactive

How did Cc1ccc(S(=O)(=O)NCC2CCC(C(=O)NCCCN3CCC(C)CC3)CC2)cc1 (configuration not stated) do in these assays?
GLS inhibitor: -11.5%; PGK inhibitor: -4.7%

What do the screens show for `CN(C1=NS(=O)(=O)c2ccccc21)c1ccc(OC(=O)c2ccccc2F)cc1`?
GLS inhibitor: -1.1%; PGK inhibitor: inactive

Results for O=C(NCc1ccc(F)cc1)N1[C@H]2CC[C@@H]1C=C(c1ccc(F)cc1OCc1ccccc1)C2 ?
GLS inhibitor: -0.6%; PGK inhibitor: -3.4%

Results for O=C(CSc1ccc2c(c1)OCCO2)Nc1ccccc1 ?
GLS inhibitor: -4.0%; PGK inhibitor: -1.7%

How did CC1CCCN(CCCNC(=O)c2ccc3c(c2)N(Cc2cccc(Cl)c2)C(=O)c2ccccc2S3=O)C1 (configuration not stated) do in these assays?
GLS inhibitor: -1.9%; PGK inhibitor: -2.0%

What do the screens show for `CC1Cc2nc(SCC(=O)NCC3CCCO3)n(-c3ccccc3)c(=O)c2S1` (configuration not stated)?
GLS inhibitor: 0.2%; PGK inhibitor: -10.6%

Results for C[C@@H]1CN([C@@H](C)CO)S(=O)(=O)c2ccc(Br)cc2O[C@@H]1CN(C)Cc1ccccn1 ?
GLS inhibitor: 1.4%; PGK inhibitor: -1.5%

What do the screens show for `CC(=O)Nc1cccc(NC(=O)NC2CC(=O)N(c3ccc4c(c3)OCCO4)C2)c1` (configuration not stated)?
GLS inhibitor: 0.7%; PGK inhibitor: -6.4%

Results for C[C@@H]1CN([C@H](C)CO)C(=O)CCCn2nncc2CO[C@@H]1CN(C)S(=O)(=O)c1ccccc1C#N ?
GLS inhibitor: 4.4%; PGK inhibitor: -0.4%

How did C#CCN(C(=O)C1CCC(=O)N(CCc2cccc(F)c2)C1)C1CCCCC1 (configuration not stated) do in these assays?
GLS inhibitor: 0.0%; PGK inhibitor: -1.5%

Results for C[C@H]1CN([C@@H](C)CO)C(=O)CCCn2cc(nn2)CO[C@@H]1CN(C)C(=O)Nc1ccc2c(c1)OCO2 ?
GLS inhibitor: -2.4%; PGK inhibitor: -10.6%

What do the screens show for `C[C@H](CO)N1C[C@H](C)[C@@H](CN(C)S(=O)(=O)c2cccc(F)c2)Oc2ncc(Br)cc2C1=O`?
GLS inhibitor: -9.0%; PGK inhibitor: -10.2%

Results for Cc1ccc(-c2nc3c(c(SCC(=O)N4CCCC4)n2)COC(C)(C)C3)cc1 ?
GLS inhibitor: 0.4%; PGK inhibitor: 5.4%

How did CC(C)(c1ccc(O)cc1)c1ccc(O)c(C(=O)O)c1 do in these assays?
GLS inhibitor: 9.2%; PGK inhibitor: -0.5%

What do the screens show for `Cc1cc(C)n(C(N)=NC(=O)c2ccccc2)n1`?
GLS inhibitor: 0.4%; PGK inhibitor: -9.6%

Results for C[C@@H]1CN([C@H](C)CO)C(=O)c2cc(Br)cnc2O[C@@H]1CN(C)C(=O)Cc1ccccc1 ?
GLS inhibitor: 0.9%; PGK inhibitor: -5.7%

Results for COc1cc(C(=O)N2CCN(c3cccc(Cl)c3)CC2)ccc1OCC(=O)N1CCOCC1 ?
GLS inhibitor: 5.6%; PGK inhibitor: inactive

What do the screens show for `CC1(C)C2CCC(CN=C(N)CSS(=O)(=O)O)C1C2` (configuration not stated)?
GLS inhibitor: -2.1%; PGK inhibitor: 2.9%

What do the screens show for `C[C@@H]1CN([C@H](C)CO)C(=O)CCCn2nncc2CO[C@H]1CN(C)Cc1ccc(-c2ccccc2)cc1`?
GLS inhibitor: 10.5%; PGK inhibitor: -7.1%

How did CN(C)CCCNC(=S)N1CCC(C(=O)c2ccc(Cl)cc2)CC1 do in these assays?
GLS inhibitor: 3.7%; PGK inhibitor: -0.5%

What do the screens show for `Cc1noc(C)c1C(=O)OC(C)C(=O)Nc1ccc([N+](=O)[O-])cc1C(F)(F)F` (configuration not stated)?
GLS inhibitor: -2.3%; PGK inhibitor: -1.1%

What do the screens show for `COC(=O)C[C@H]1C[C@@H]2c3cc(NC(=O)Nc4ccccc4)ccc3O[C@@H]2[C@@H](CO)O1`?
GLS inhibitor: 15.6%; PGK inhibitor: -8.4%

How did CCN1C(=O)[C@H]2[C@@H](c3ccc(C)cc3)N[C@]3(CCCN(Cc4ccccc4)C3=O)[C@H]2C1=O do in these assays?
GLS inhibitor: -1.6%; PGK inhibitor: -0.3%

What do the screens show for `C[C@@H]1CCCCO[C@@H](CN(C)CC2CC2)[C@@H](C)CN([C@H](C)CO)C(=O)c2cc(N(C)C)ccc2O1`?
GLS inhibitor: 22.7%; PGK inhibitor: -7.0%

What do the screens show for `CC1NC(=O)c2cc3ccccc3cc2-n2c1nc1ccc(F)cc1c2=O` (configuration not stated)?
GLS inhibitor: -0.6%; PGK inhibitor: -0.8%

Results for O=S(=O)(NCc1nnnn1-c1ccc(F)cc1)c1ccc(F)cc1 ?
GLS inhibitor: 18.2%; PGK inhibitor: -0.1%

How did COc1ccc(CN2CCC[C@]3(N[C@H](c4ccc(C)cc4)[C@@H]4C(=O)N(Cc5ccccc5)C(=O)[C@@H]43)C2=O)cc1 do in these assays?
GLS inhibitor: -0.4%; PGK inhibitor: 4.3%

Results for CCCCc1cc(=O)oc2cc(OC(C)C(=O)NCCN3CCOCC3)ccc12 (configuration not stated) ?
GLS inhibitor: 11.6%; PGK inhibitor: 7.6%

What do the screens show for `O=c1cc(CO)[nH]nc1CO`?
GLS inhibitor: 0.9%; PGK inhibitor: inactive

How did CSc1ncnc2c1ncn2CCCN1CCN(Cc2c(C)cc(C)cc2C)CC1 do in these assays?
GLS inhibitor: 14.3%; PGK inhibitor: 8.8%

How did C[C@@H]1CN([C@@H](C)CO)C(=O)CCCn2nncc2CO[C@@H]1CN(C)C(=O)Nc1cccc(Oc2ccccn2)c1 do in these assays?
GLS inhibitor: 0.4%; PGK inhibitor: 2.2%

What do the screens show for `O=[N+]([O-])c1ccc(-c2nc(Cl)c3c(n2)CCCC3)o1`?
GLS inhibitor: -0.3%; PGK inhibitor: -2.2%

How did c1ccc(CNc2ncn[nH]2)cc1 do in these assays?
GLS inhibitor: 4.6%; PGK inhibitor: 0.8%

Results for Cc1noc(C)c1S(=O)(=O)Nc1ccc2c(c1)C(=O)N([C@@H](C)CO)C[C@H](C)[C@@H](CN(C)Cc1ccc(C(F)(F)F)cc1)OCCCC[C@H](C)O2 ?
GLS inhibitor: 6.9%; PGK inhibitor: -2.6%

What do the screens show for `COc1ccc(S(=O)(=O)Nc2ccc3c(c2)C(=O)N([C@H](C)CO)C[C@H](C)[C@@H](CN(C)Cc2ccncc2)OCCCC[C@@H](C)O3)cc1`?
GLS inhibitor: 9.5%; PGK inhibitor: -5.0%

What do the screens show for `O=C(OCc1ccccc1)N1CCC2CC1c1cc(N3CCNCC3)ccc12` (configuration not stated)?
GLS inhibitor: 11.8%; PGK inhibitor: inactive

Results for CC(OC(=O)C1=COCCO1)C(=O)NC1CCCCC1 (configuration not stated) ?
GLS inhibitor: -3.0%; PGK inhibitor: 2.2%

Results for CCOCc1nc(N)nc(N)c1-c1cccc(Cl)c1 ?
GLS inhibitor: -1.8%; PGK inhibitor: -8.8%

Results for O=C1CSC(=S)N1Cc1ccccc1 ?
GLS inhibitor: 7.5%; PGK inhibitor: -2.0%

How did CC(=O)C1=C(O)C2(C)c3c(O)c(C)c(O)c(C(C)=O)c3OC2CC1=O (configuration not stated) do in these assays?
GLS inhibitor: -20.1%; PGK inhibitor: -6.6%

Results for COc1ccccc1-c1n[nH]nc1C1=CC(=O)CC(C)(C)C1 ?
GLS inhibitor: 1.1%; PGK inhibitor: inactive

What do the screens show for `O=C(CCCN1C(=O)C(c2ccccc2)Oc2cccnc21)Nc1ccccc1Br` (configuration not stated)?
GLS inhibitor: -4.2%; PGK inhibitor: -0.5%

Results for C[C@@H]1CN([C@@H](C)CO)C(=O)c2cc(NC(=O)C3CCCCC3)ccc2O[C@@H](C)CCCCO[C@H]1CN(C)S(=O)(=O)c1ccc(Cl)cc1 ?
GLS inhibitor: -0.8%; PGK inhibitor: -4.3%

What do the screens show for `C[C@H](O)[C@@H]1C(=O)N2CCc3c([nH]c4ccccc34)[C@@H]2C[C@@H]1N(C)Cc1ccc(Cl)cc1`?
GLS inhibitor: -10.8%; PGK inhibitor: inactive

Results for CCCn1c(CC)nc([N+](=O)[O-])c1Sc1ncn[nH]1 ?
GLS inhibitor: -1.2%; PGK inhibitor: inactive

Results for c1coc(-c2nc(N=C3N=c4ccccc4=N3)[nH]c2-c2ccco2)c1 ?
GLS inhibitor: -11.7%; PGK inhibitor: -7.5%

How did C[C@@H]1CN([C@@H](C)CO)C(=O)CCCn2nncc2CO[C@H]1CN(C)Cc1ccccc1 do in these assays?
GLS inhibitor: 0.3%; PGK inhibitor: -4.6%

How did O=C(NCc1ccccc1OC(F)(F)F)C1CCC(=O)N(CCCN2CCOCC2)C1 (configuration not stated) do in these assays?
GLS inhibitor: 0.3%; PGK inhibitor: -8.7%

Results for O=C(Nc1cccc([N+](=O)[O-])c1)c1ccc([N+](=O)[O-])o1 ?
GLS inhibitor: 2.6%; PGK inhibitor: -1.8%

Results for Cc1sc2ncnc(SCC(=O)NC3CCS(=O)(=O)C3)c2c1C (configuration not stated) ?
GLS inhibitor: 1.5%; PGK inhibitor: inactive

What do the screens show for `Cc1ccc(F)cc1NC(=O)C1CC(=O)N(Cc2ccccc2)C1` (configuration not stated)?
GLS inhibitor: 1.0%; PGK inhibitor: inactive

How did O=C(O)c1cc2ccccc2c2c1C(=O)c1ccccc1-2 do in these assays?
GLS inhibitor: -0.3%; PGK inhibitor: -6.8%

What do the screens show for `CC1=C(C(=O)N2CCOCC2)CC(CC(=O)NC2CC2)C(=O)N1Cc1ccccc1` (configuration not stated)?
GLS inhibitor: 1.9%; PGK inhibitor: -1.1%

What do the screens show for `COc1cccc(C(=O)c2ccccc2NC(C)=O)c1`?
GLS inhibitor: 3.5%; PGK inhibitor: -8.5%

What do the screens show for `O=C(c1cc(C2CC2)nn1-c1ccccc1)N1CCN(S(=O)(=O)c2ccc(F)cc2)CC1`?
GLS inhibitor: 1.4%; PGK inhibitor: -5.1%

What do the screens show for `CC1=C(C(=O)N2CCOCC2)CC(CC(=O)NCc2cccc3ccccc23)C(=O)N1CCCN1CCCC1=O` (configuration not stated)?
GLS inhibitor: 0.6%; PGK inhibitor: 4.9%

What do the screens show for `C/C(COc1ccccc1)=N\NC(=O)c1nnn(-c2nonc2N)c1-c1ccc(C)cc1`?
GLS inhibitor: -0.4%; PGK inhibitor: -1.0%

Results for C[C@H]1CN([C@@H](C)CO)S(=O)(=O)c2ccc(/C=C/c3ccccc3)cc2O[C@H]1CN(C)C(=O)NC1CCCCC1 ?
GLS inhibitor: 6.2%; PGK inhibitor: 4.1%

How did CCCCNC(=O)CNC(=O)c1nn(-c2ccc(OC)c(OC)c2)c(=O)c2ccccc12 do in these assays?
GLS inhibitor: -4.3%; PGK inhibitor: -8.8%

How did CCc1c(N=O)c(-c2ccccc2)n(O)[n+]1[O-] do in these assays?
GLS inhibitor: -5.2%; PGK inhibitor: -2.2%

What do the screens show for `CCN(CC)C(=O)C1=C(C)N(CCCN2CCCC2=O)C(=O)C(CC(=O)NCc2cccc3ccccc23)C1` (configuration not stated)?
GLS inhibitor: 0.2%; PGK inhibitor: 10.0%

How did O=C(O)C1C(c2ccccc2)=C1c1ccc(Br)cc1 (configuration not stated) do in these assays?
GLS inhibitor: 5.8%; PGK inhibitor: 8.9%

Gathered by group, the compounds so far containing a Cl atom (8)
How did O=C(NCC1CCCO1)c1ccc(Cl)c(NS(=O)(=O)c2ccc(F)cc2)c1 (configuration not stated) do in these assays?
GLS inhibitor: 2.1%; PGK inhibitor: -4.8%

How did CC1CCCN(CCCNC(=O)c2ccc3c(c2)N(Cc2cccc(Cl)c2)C(=O)c2ccccc2S3=O)C1 (configuration not stated) do in these assays?
GLS inhibitor: -1.9%; PGK inhibitor: -2.0%

Results for COc1cc(C(=O)N2CCN(c3cccc(Cl)c3)CC2)ccc1OCC(=O)N1CCOCC1 ?
GLS inhibitor: 5.6%; PGK inhibitor: inactive

How did CN(C)CCCNC(=S)N1CCC(C(=O)c2ccc(Cl)cc2)CC1 do in these assays?
GLS inhibitor: 3.7%; PGK inhibitor: -0.5%

What do the screens show for `O=[N+]([O-])c1ccc(-c2nc(Cl)c3c(n2)CCCC3)o1`?
GLS inhibitor: -0.3%; PGK inhibitor: -2.2%

Results for CCOCc1nc(N)nc(N)c1-c1cccc(Cl)c1 ?
GLS inhibitor: -1.8%; PGK inhibitor: -8.8%

Results for C[C@@H]1CN([C@@H](C)CO)C(=O)c2cc(NC(=O)C3CCCCC3)ccc2O[C@@H](C)CCCCO[C@H]1CN(C)S(=O)(=O)c1ccc(Cl)cc1 ?
GLS inhibitor: -0.8%; PGK inhibitor: -4.3%

What do the screens show for `C[C@H](O)[C@@H]1C(=O)N2CCc3c([nH]c4ccccc34)[C@@H]2C[C@@H]1N(C)Cc1ccc(Cl)cc1`?
GLS inhibitor: -10.8%; PGK inhibitor: inactive
